Compound activity deposited in PubChem by several laboratories.
Diaph inh CS = counter-screen for diaphorase-based assays: diaphorase inhibitors and chemical oxidizers. diaphorase resazurin-to-resorufin fluorescence, NADH, 16 min; bacterial (C. kluyveri) enzyme, not human. AID 1217. actives 0.69% (n = 190,000). inhibition, % at 20 µM;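 active = primary screen inhibition at 20 µM above a set limit, cut at about 50% in these data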;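 also: plate controls were DMSO with full reaction for no effect and wells lacking NADH for full effect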
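Assay system: diaphorase enzyme from Clostridium kluyveri. Quantity: enzyme working solution with 0.14 U/mL diaphorase. Schedule: reaction incubation of 16 min at room temperature. Technique: resorufin fluorescence, excitation 544 nm, emission 590 nm. Controls: No-NADH positive control and DMSO neutral control.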
PMI act hi M6P = PMI (human) activation, high substrate; coupled PMI enzyme assay, resazurin fluorescence, 20 min; active compounds read high; 1 = untreated enzyme, 0 = substrate-free blank; actives 0.34% (n = 190,000); AID 1216; P34949; activation factor at 20 µM;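 active = activation factor of 2 or more at 20 µM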
Target sequence (P34949 whole entry, looked up): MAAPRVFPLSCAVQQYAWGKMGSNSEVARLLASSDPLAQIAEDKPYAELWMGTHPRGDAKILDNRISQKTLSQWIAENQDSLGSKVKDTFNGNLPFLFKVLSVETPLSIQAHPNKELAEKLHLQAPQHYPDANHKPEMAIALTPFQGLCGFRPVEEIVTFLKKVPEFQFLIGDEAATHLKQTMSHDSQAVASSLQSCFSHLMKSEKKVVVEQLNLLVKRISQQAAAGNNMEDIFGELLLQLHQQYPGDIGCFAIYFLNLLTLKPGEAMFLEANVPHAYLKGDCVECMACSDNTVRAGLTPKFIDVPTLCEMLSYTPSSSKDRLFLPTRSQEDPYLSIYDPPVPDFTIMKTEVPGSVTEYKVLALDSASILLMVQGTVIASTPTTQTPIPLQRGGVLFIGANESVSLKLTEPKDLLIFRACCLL
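Test system: Human PMI in coupled enzyme assay | Input: 15 ng/mL PMI | Medium: HEPES-buffered pH 7.4 with magnesium and detergent | Compound: One concentration, 20 µM, in 1% DMSO | Incubation: Enzyme reaction with compound 20 min at room temperature | Detection: Diaphorase-driven resazurin-to-resorufin fluorescence, excitation 544, emission 590 nm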
PPARg SRC-3 ag = PPARgamma-driven SRC-3 recruitment agonism. activation, % at 8 µM. biochemical PPARgamma/SRC-3 coactivator recruitment assay. actives 0.26% (n = 200,000); in the data active = activation above about 23%;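 also: 0% = DMSO and 100% = reference agonist; some compounds past the cut are filed as inactive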
ROMK mod = modulators of human ROMK potassium channel; AID 1918; actives 2% (n = 130,000); Tet-inducible ROMK, thallium flux fluorescence; actives lie on both sides; P48048; B-score at 10 µM;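 active = signal ratio slope over the read window, or its plate-corrected B-score, at least 3 SD from the plate mean, either direction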;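 also: B-score of the F/F0 ratio slope over 7 to 12 s after thallium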
S1P3 antagonist = S1P3 (human) receptor antagonism; CHO S1P3 NFAT-BLA reporter, FRET fluorescence, antagonist mode; Q99500; inhibition, % at 4.98 µM; actives 0.27% (n = 170,000);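 active = inhibition above the plate cutoff, the mean inhibition of test wells on that plate plus 3 SD, cut at about 28% in these data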;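 also: cells challenged with S1P at its EC80 of 0.8 µM; blue over green emission ratio from cleaved BLA substrate after 4 h stimulation; 0% = S1P-stimulated wells and 100% = unstimulated DMSO-only wells; some compounds past the cut are filed as inactive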
Target sequence (Q99500 whole entry, looked up): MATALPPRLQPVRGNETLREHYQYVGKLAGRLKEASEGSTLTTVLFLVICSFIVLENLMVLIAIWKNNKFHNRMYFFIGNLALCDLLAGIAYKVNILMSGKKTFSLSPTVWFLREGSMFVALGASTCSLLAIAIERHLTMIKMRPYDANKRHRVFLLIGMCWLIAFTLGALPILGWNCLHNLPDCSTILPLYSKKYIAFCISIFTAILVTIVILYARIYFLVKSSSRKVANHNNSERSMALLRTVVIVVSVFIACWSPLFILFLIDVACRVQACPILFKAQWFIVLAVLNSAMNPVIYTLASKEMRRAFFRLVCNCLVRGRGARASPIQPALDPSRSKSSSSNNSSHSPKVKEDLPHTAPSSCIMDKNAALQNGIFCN
PPARg SRC-2 ag = agonists of SRC-2 recruitment by human PPARgamma | P37231 | PPARgamma LBD-SRC-2 recruitment, biochemical | activation, % at 8 µM | actives 0.34% (n = 200,000) | AID 1032; in the data active = activation above about 22%;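 also: 0% = vehicle and 100% = reference agonist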
PPARg SRC1 recr = agonists of human PPARgamma SRC-1 coactivator recruitment | P37231 | PPARgamma-SRC-1 coactivator recruitment biochemical assay | activation, % at 8 µM | actives 0.41% (n = 200,000) | AID 631; in the data active = activation above about 19%;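 also: 0% = DMSO and 100% = reference agonist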
Diaph act CS = activates diaphorase or chemically reduces, flagging diaphorase assay artifacts; Diaphorase/resazurin coupled assay, resorufin fluorescence, 16 min; active compounds read high; 1 = vehicle wells, 0 = NADH-free wells; actives 0.005% (n = 190,000); AID 1229; activation factor at 20 µM;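 active = diaphorase activity raised at least twofold by the compound at 20 µM; inactive = activation factor below 2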
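Assay system: bacterial diaphorase enzyme (C. kluyveri) / Input: enzyme 0.07 U/mL final / Medium: 50 mM HEPES pH 7.4 with 4.542 mM MgCl2, 0.005% Tween 20 / Doses: single compound dose of 20 µM, 1% DMSO final / Incubation: 16 min enzyme reaction, ambient temperature / Signal: fluorescence, excitation 544 nm and emission 590 nm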
TR-FRET SRC-2 ct = flags TR-FRET format artefacts in PPARgamma SRC-2 recruitment agonist screen | actives 0.4% (n = 200,000) | TR-FRET artefact counter-screen; active compounds read high | TR-FRET ratio at 8 µM; in the data active = TR-FRET ratio above about 2000; also: inactives centre near 1500
G6PDH CS = inhibits Leuconostoc G6PDH, flagging false hits in G6PDH-based assays; inhibition, % at 5 µM; actives 0.12% (n = 200,000); Purified L. mesenteroides G6PDH, diaphorase/resazurin coupled fluorescence, 45 min; in the data active = inhibition above about 50%
PMI act = increases human mannose-6-phosphate isomerase activity; P34949; purified human PMI, coupled resazurin fluorescence, 20 min; active compounds read high; 1 = vehicle control, 0 substrate-free wells; activation factor at 20 µM; actives 0.005% (n = 190,000); AID 1214;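 active = activation factor of 2 or more at 20 µM, relative to plate controls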
The depositor's hits bear a star; . = not tested or not shown.

No.	SMILES	G6PDH CS	PPARg SRC-3 ag	S1P3 antagonist	PMI act hi M6P	Diaph act CS	PPARg SRC1 recr	PPARg SRC-2 ag	TR-FRET SRC-2 ct	ROMK mod	Diaph inh CS	PMI act
1	CC(=O)NNc1ncnc2ccccc12	14	6	1	0.9	0.9	11	-1	1611	.	12	0.9
2	Cn1cccc1Cc1nnc(SCC(=O)Nc2ccccc2F)n1-c1ccc(F)cc1	-11	-1	-42	1	0.8	4	7	1542	.	21	1
3	O=C(OCc1nc2ccc(Cl)cc2n1CCO)c1ccccc1C(=O)c1ccccc1	7	0	-8	1	0.9	2	2	1482	-1.2	8	1
4	CCN(C(=O)CSc1nnc(-c2cccs2)o1)C1CCS(=O)(=O)C1 (stereo not given)	0	2	-10	0.9	0.8	4	-5	1753	-0.068	25	1
5	CCCC(C)C(=O)Nc1nc(C)c(-c2csc(Nc3cc(Cl)ccc3C)n2)s1 (stereo not given)	3	11	.	1.3	0.8	13	8	1708	0.55	24	1
6	Clc1cnc(N/N=C/c2ccco2)c(Cl)c1	16	-2	-1	1.1	1	1	3	1510	-0.13	1	1.2
7	O=C(NCc1ccccc1)N1CCN(c2ccc(Cl)c(Cl)c2)CC1	0	-11	-6	1	1	7	-5	1763	-0.83	3	1
8	O=C(Nc1cc(C(=O)N2CCOCC2)cc(C(=O)N2CCOCC2)c1)c1cc(F)c(F)cc1Cl	2	-1	-28	1	1.1	-2	0	1400	.	-11	1
9	COc1ccc(-c2cc(=O)[nH][nH]2)cc1OC	-1	5	.	0.9	0.9	-4	6	1510	0.92	8	0.9
10	CCOC(=O)c1c(NC(=O)CSc2nnc(CNc3ccc(OC)cc3)n2C)sc(C)c1C	0	2	17	0.8	0.8	8	5	1645	.	18	0.8
11	COc1ccc(OC)c(C2C3=C(N=c4s/c(=C\c5cccc(O)c5)c(=O)n42)c2ccccc2CC3)c1 (stereo not given)	8	1	0	0.8	0.8	7	10	1613	0.65	20	0.9
12	COc1ccc(NC(=O)CCCn2c(=O)c3sccc3n(Cc3ccc(C)cc3C)c2=O)cc1	-21	3	5	1	0.8	2	3	1607	-0.54	17	0.9
13	CCOc1cc(CN2CCN(c3cccc(C(F)(F)F)c3)CC2)ccc1O	0	14	-50	1	0.9	5	1	1518	.	7	0.9
14	COc1ccc2cc(C#N)c(N3CCN(Cc4nnnn4CCC(C)C)CC3)nc2c1	-55	-6	4	0.9	0.8	-3	-4	1414	.	24	0.8
15	Cc1ccc(NC(=O)c2ccc(OC(=O)COc3ccc(Cl)c(C)c3)cc2)cc1	7	-1	-7	1.1	1	4	-1	1578	0.85	-5	1
16	CC1CN(CC(=O)Nc2ccccc2Sc2ccccc2)CC(C)O1 (stereo not given)	20	-4	-25	1.1	1	4	0	1473	-0.13	-2	1.1
17	CC(C)OC(=O)CSc1nc2ccccc2s1	6	1	-7	1	0.9	6	4	1470	.	12	0.9
18	COc1cc(OC)c(C2=NOC(C(=O)NCc3ccc4c(c3)OCO4)C2)cc1Cl (stereo not given)	-23	-1	-10	0.9	0.7	0	10	1684	.	28	0.8
19	CCOC(=O)Cn1nc(C)c(NC(=O)COc2ccc([N+](=O)[O-])c(C)c2)c1C	0	-1	-9	1	0.9	2	-3	1321	0.14	8	1
20	COCCNC(=O)C1CC(c2cccc(OC)c2)=NO1 (stereo not given)	2	3	-8	1.1	1	0	-8	1504	.	0	1
21	Cc1ccc2oc(-c3ccccc3)nc2c1	2	-3	.	0.9	0.9	-4	4	1487	0.0031	8	0.9
22	CCCOc1ccccc1C1CC(=O)Nc2cc3c(cc21)OCO3 (stereo not given)	-22	-7	.	0.8	0.8	-4	-3	1508	-1.3	18	0.9
23	COc1ccc(C(c2nnnn2C2CCCC2)N2CCc3ccccc3C2)cc1OC (stereo not given)	2	-1	22	1	0.8	4	10	1418	-1.9	20	1
24	CC(C)Oc1ccc(C2CC(=O)N(c3ccccc3)C2=O)cc1 (stereo not given)	13	-2	.	1	0.9	4	8	1537	-0.056	7	1
25	Cc1ccc(NC(=O)c2ccccc2O)cc1	4	7	-3	1	0.9	3	-2	1525	.	8	1.1
26	CCCNc1nc2c(c(=O)[nH]c(=O)n2C)n1CCC(C)C	21	-7	-9	0.9	0.9	2	0	1547	1.1	11	0.8
27	O=c1[nH]c2ccccc2n1CCCN1CCN(C(c2ccccc2)c2ccccc2)CC1	12	-3	-1	1	0.8	-1	6	1494	.	18	0.8
28	COc1cc2c(cc1OC)C(C(=O)NC1CC1)C1c3ccccc3CCN1C2=O (stereo not given)	.	14	-11	.	.	5	10	1532	.	.	.
29	O=C(NP(=O)(N1CCCC1)N1CCCC1)C1=C(N2CCOCC2)/C(=C/c2cccc([N+](=O)[O-])c2)CC1	7	3	-8	1	1	14	11	1944	-0.59	0	1
30	CC(C)Cn1c(N)c(C(=O)CSc2ccccc2)c(=O)n(C)c1=O	-6	5	3	1	0.9	-3	-2	1782	-1.4	12	1
31	COc1ccc(CNC(=O)c2ccc(N3CCCC3=O)cc2)cc1	2	10	.	1	1	10	-1	1570	-0.032	1	1.1
32	COc1ccc(NC(=S)NCCc2c(C)[nH]c3ccc(OC)cc23)cc1	2	4	9	1.1	1	2	-7	1622	-0.096	2	1.1
33	CC(C)COC(=O)c1cc(-c2ccc(/C=N/n3cnnc3)o2)ccc1Cl	-43	5	-14	1	0.8	6	-3	1456	-0.016	16	1
34	Cc1ccccc1NC(=O)CC1c2ccccc2CC(C)(C)N1C (stereo not given)	4	-2	0	0.9	1	0	4	1389	0.062	4	1
35	CCCNC(=O)COC(=O)c1[nH]c(C)c(C(=O)OCC)c1C	-1	7	.	1	0.9	1	0	1654	.	8	1
36	COc1ccc(C(=O)/C=C/C(=O)N(CC(=O)NC2CCCCC2)CC2CCCO2)c(O)c1 (stereo not given)	9	2	-21	0.9	0.9	7	7	1779	-1.9	13	0.9
37	COc1cccc2cc(C(=O)N3CCN(C(=O)c4ccco4)CC3)c(=O)oc12	-3	13	13	1	0.9	2	6	1484	.	13	1
38	COc1ccc(CN(C)C(c2ccccc2)c2nnnn2-c2ccccc2C)c(OC)c1C (stereo not given)	6	-3	.	1	0.8	0	12	1757	.	20	0.9
39	CSc1ccccc1C(=O)N1CCc2ccccc2C1	4	-2	-10	1	1.1	-4	-6	1328	0.88	-6	1
40	C/C(=N\S(=O)(=O)c1ccc(C)cc1)Nc1cc(C(C)C)c(O)cc1C	15	-5	-3	0.9	0.8	0	-1	1504	.	23	0.9
41	CCOc1c2ccc(C(=O)NCc3ccc(OC(F)(F)F)cc3)cc2nn1C	13	12	.	0.9	0.8	2	4	1716	-1.6	18	0.9
42	Cc1ccc(NC(=O)c2sc3nc[nH]c(=O)c3c2C)c(C)c1	-6	9	.	1	1.1	0	10	1661	.	-6	1
43	Cc1ccc(SCc2noc(C(=O)NC(C)C)c2C(=O)O)cc1C	8	-11	.	1	0.9	-8	6	1417	.	7	1
44	CCOC(=O)c1c(NC(=O)CSc2nnc(-c3cccnc3)o2)sc(C(C)=O)c1C	0	1	-64	1	0.8	-1	6	1485	.	23	1
45	Cc1cc(NC(=O)CN2CCN(c3ccccc3O)CC2)no1	-14	10	.	0.8	0.8	7	1	1639	.	19	0.8
46	CCCCCc1nnc(NC(=O)Cn2cnc3ccccc3c2=O)s1	17	-7	-16	0.9	0.9	-10	-5	1519	0.46	11	0.8
47	O=C(CSc1nnc(-c2cccnc2)n1-c1ccccc1)NCc1ccc2c(c1)OCO2	-4	4	-22	1	0.8	1	10	1729	.	15	0.9
48	CCc1cc(N2CCOCC2)cc2c1[nH]c1ccccc12	29	5	-18	0.3	0.5	18	16	1716	.	53*	0.4
49	CS(=O)(=O)N1CCN(c2ccccc2NC(=O)C(c2ccccc2)c2ccccc2)CC1	4	2	.	1.1	0.9	-8	-1	1313	-0.66	9	0.9

Ten structures from above, arranged by number of heavy atoms, lowest first:
No.	SMILES	G6PDH CS	PPARg SRC-3 ag	S1P3 antagonist	PMI act hi M6P	Diaph act CS	PPARg SRC1 recr	PPARg SRC-2 ag	TR-FRET SRC-2 ct	ROMK mod	Diaph inh CS	PMI act
39	CSc1ccccc1C(=O)N1CCc2ccccc2C1	4	-2	-10	1	1.1	-4	-6	1328	0.88	-6	1
48	CCc1cc(N2CCOCC2)cc2c1[nH]c1ccccc12	29	5	-18	0.3	0.5	18	16	1716	.	53*	0.4
35	CCCNC(=O)COC(=O)c1[nH]c(C)c(C(=O)OCC)c1C	-1	7	.	1	0.9	1	0	1654	.	8	1
43	Cc1ccc(SCc2noc(C(=O)NC(C)C)c2C(=O)O)cc1C	8	-11	.	1	0.9	-8	6	1417	.	7	1
40	C/C(=N\S(=O)(=O)c1ccc(C)cc1)Nc1cc(C(C)C)c(O)cc1C	15	-5	-3	0.9	0.8	0	-1	1504	.	23	0.9
33	CC(C)COC(=O)c1cc(-c2ccc(/C=N/n3cnnc3)o2)ccc1Cl	-43	5	-14	1	0.8	6	-3	1456	-0.016	16	1
37	COc1cccc2cc(C(=O)N3CCN(C(=O)c4ccco4)CC3)c(=O)oc12	-3	13	13	1	0.9	2	6	1484	.	13	1
44	CCOC(=O)c1c(NC(=O)CSc2nnc(-c3cccnc3)o2)sc(C(C)=O)c1C	0	1	-64	1	0.8	-1	6	1485	.	23	1
36	COc1ccc(C(=O)/C=C/C(=O)N(CC(=O)NC2CCCCC2)CC2CCCO2)c(O)c1 (stereo not given)	9	2	-21	0.9	0.9	7	7	1779	-1.9	13	0.9
38	COc1ccc(CN(C)C(c2ccccc2)c2nnnn2-c2ccccc2C)c(OC)c1C (stereo not given)	6	-3	.	1	0.8	0	12	1757	.	20	0.9
